Compound activity deposited in PubChem BioAssay by several laboratories.
Tn6 DDE FP: inhibitors of Tn6 peptide binding to human fibrin DD(E); P02675; Fibrin DD(E) TRITC-Tn6 fluorescence polarization displacement; inhibition, % at 8.3 µM; hit rate 0.21% among 370,000; AID 720509;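 active = inhibition above a per-campaign cutoff: mean of compounds within control limits plus 3 SD, cut at about 15% in these data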;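 also: 0% = median of all compound wells on the plate and 100% = blocking peptide control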
rCAG RNA binder: r(CAG) repeat RNA binding; TO-PRO-1 dye displacement fluorescence; AID 651821; hit rate 1.3% among 370,000; inhibition, % at 3 µM;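 active = inhibition above the plate cutoff, the mean of all test compounds on that plate plus 3 SD, cut at about 35% in these data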;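 also: 0% = DMSO alone and 100% = 100 µM mitoxantrone as full dye displacement; higher means more dye released from RNA so lower well fluorescence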
GC-B act: GC-B (human) receptor activation. HEK293-GC-B cells, CNP EC30, cGMP TR-FRET; 0% at EC30 CNP, 100% saturating CNP. activation, % at 10 µM. hit rate 0.11% among 370,000;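 active = activation at 10 µM reaching about 35% in either raw or pattern-adjusted values, limit read from the data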
ADAM10 inh: inhibitors of human ADAM10 | O14672 | recombinant ADAM10, EDANS/DABCYL FRET peptide cleavage, 3 h | inhibition, % at 7 µM | hit rate 0.62% among 370,000;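 active = inhibition above a per-campaign cutoff equal to the mean of compounds falling between control-based bounds plus 3 SD, cut at about 20% in these data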;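 also: 0% = DMSO wells while the 100% control is not disclosed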
Target sequence (O14672 214-748 limits assumed): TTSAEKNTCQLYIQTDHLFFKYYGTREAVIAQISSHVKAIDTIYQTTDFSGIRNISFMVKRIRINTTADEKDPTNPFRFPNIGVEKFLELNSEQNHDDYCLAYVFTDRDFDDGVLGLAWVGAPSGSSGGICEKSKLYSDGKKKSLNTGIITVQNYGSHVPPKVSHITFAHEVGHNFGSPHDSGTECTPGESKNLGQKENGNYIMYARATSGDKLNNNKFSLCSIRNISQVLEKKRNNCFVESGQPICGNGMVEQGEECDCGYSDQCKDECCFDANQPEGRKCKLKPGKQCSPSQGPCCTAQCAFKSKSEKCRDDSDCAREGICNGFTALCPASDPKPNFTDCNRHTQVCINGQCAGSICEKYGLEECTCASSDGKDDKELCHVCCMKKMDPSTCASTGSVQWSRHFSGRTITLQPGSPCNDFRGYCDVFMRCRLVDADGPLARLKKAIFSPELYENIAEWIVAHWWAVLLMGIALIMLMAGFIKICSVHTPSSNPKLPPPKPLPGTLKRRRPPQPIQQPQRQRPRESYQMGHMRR
NPR1 activator: GC-A (human) enzyme activation. P16066. HEK293 GC-A cells, cGMP TR-FRET, EC30 ANP; 0% at EC30 ANP, 100% saturating ANP. activation, % at 10 µM. hit rate 0.14% among 370,000. AID 1671463; in the data active = activation above about 40%
ASAP1 GAP inh: ASAP1 ArfGAP inhibition. AID 624377. hit rate 0.19% among 360,000. inhibition, % at 16.5 µM. ASAP1-stimulated ARF1 GTP hydrolysis, GDP FP detection; in the data active = inhibition above about 25%;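 also: 0% = vehicle with enzyme and substrate and 100% = no enzyme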
ARFGAP1 inhibitor: rat ARFGAP1 inhibition | Q62848 | Arfgap1-stimulated ARF1 GTP hydrolysis, GDP FP detection | inhibition, % at 16.5 µM | hit rate 0.26% among 360,000 | AID 651572;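 active = inhibition above a per-plate limit, mean inhibition of low control wells plus 3 SD, cut at about 25% in these data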;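 also: 0% = DMSO wells with enzyme and 100% = wells lacking Arfgap1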
Target sequence (Q62848 1-136 limits assumed): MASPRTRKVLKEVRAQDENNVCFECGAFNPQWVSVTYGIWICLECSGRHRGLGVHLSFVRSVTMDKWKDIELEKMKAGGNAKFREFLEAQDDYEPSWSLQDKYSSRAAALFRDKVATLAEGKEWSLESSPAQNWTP
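Assay system: Rat Arfgap1 GAP domain (His6, aa 1-136), purified enzyme | Buffer or medium: HEPES 25 mM pH 7.5, NaCl 150 mM, MgCl2, DTT | Schedule: GTP hydrolysis reaction 2 h at 25 °C | Signal: FP of antibody-bound GDP Alexa 633 tracer, ex 620/em 688 nm | Measure: Percent inhibition of Arfgap1-stimulated GTP hydrolysis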
KLK7 zymogen act: activators of human kallikrein-7 zymogen | P49862 | purified proKLK7, EDANS-DABCYL substrate fluorescence; 100% is mature enzyme control, 0% vehicle | activation, % at 7 µM | hit rate 0.9% among 370,000;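 active = activation above the mean of all tested compounds plus 3 SD, computed per campaign excluding outliers beyond control limits, cut at about 13% in these data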
Target sequence (P49862 whole entry, looked up): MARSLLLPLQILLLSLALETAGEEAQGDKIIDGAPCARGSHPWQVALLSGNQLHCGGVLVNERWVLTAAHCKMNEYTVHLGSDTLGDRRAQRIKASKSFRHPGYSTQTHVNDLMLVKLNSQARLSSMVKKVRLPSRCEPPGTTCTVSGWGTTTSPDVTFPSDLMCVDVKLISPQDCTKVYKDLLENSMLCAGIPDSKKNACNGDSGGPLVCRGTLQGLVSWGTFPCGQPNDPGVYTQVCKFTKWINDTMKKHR
FXN GAA850 act: increases GAA850 frataxin promoter reporter activity; HEK293 lucGAA850 FXN promoter luciferase reporter, 24 h; percent of 10 µM SAHA response; activation, % at 6 µM; hit rate 0.56% among 360,000; AID 540364;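 active = activation above the average of all compounds screened plus 3 SD, cutoff fixed separately per campaign, cut at about 7.5% in these data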;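 also: 0% = DMSO wells and 100% = 10 µM SAHA wells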
HGIII-sPLA2 inh: Inhibits HGIII-sPLA2 liposome hydrolysis, primary screen. AID 743126. QFRET BODIPY PC-A2 liposome hydrolysis, fluorescence. hit rate 0.56% among 370,000. inhibition, % at 12.2 µM. Q9NZ20;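 active = inhibition above mean plus 3 SD of compounds lying within the high and low control bounds, cut at about 19% in these data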;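 also: 0% = median of test compound wells and 100% = no enzyme DMSO wells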
Starred values were filed as active, the others as inactive; . = not tested or not shown.

SMILES	Tn6 DDE FP	rCAG RNA binder	GC-B act	ADAM10 inh	NPR1 activator	ASAP1 GAP inh	ARFGAP1 inhibitor	KLK7 zymogen act	FXN GAA850 act	HGIII-sPLA2 inh
C/C(CC(=O)N(C(C)C)C(C)C)=N\NC(=O)c1ccccc1Br	-3	0	4	14	4	8	6	0.0	-0.6	-4
COc1ccc(S(=O)(=O)N(C)C[C@H]2Oc3ncc(C#CC4(O)CCCC4)cc3C(=O)N([C@@H](C)CO)C[C@@H]2C)cc1	2	2	5	-4	3	10	-4	0.1	1.3	-18
O=C(NCC1CCCO1)Nc1cc(Cl)cc(Cl)c1 (configuration not stated)	-3	2	-2	1	4	-8	18	-0.4	2.5	-2
CCc1ccc(-c2n[nH]c(=O)c3ccccc23)cc1	0	1	-5	4	-14	0	3	0.2	1.4	4
CC[C@]1(C(=O)OC)[C@H]2C(=O)N(Cc3ccccc3)C(=O)[C@H]2[C@H]2CN=C(SC)N21	-1	-1	-2	-7	-2	8	10	-0.8	3.7	4
CC(=O)Nc1ccc2[nH]c(C)cc(=O)c2c1	2	3	3	-69	4	-2	1	-0.2	-4.1	-2
COc1cccc(C(C#N)N2CCCCC2)c1O (configuration not stated)	1	4	9	-10	5	9	0	0.0	0.3	-2
Cc1nn(C)c(C(=O)N2CCc3ccccc32)c1Br	-2	-6	3	-3	2	2	3	0.2	0.2	-1
CCc1c(C)[nH]c2c(C)cccc2c1=O	2	-1	-6	-2	5	-15	1	0.5	-0.6	1
Cc1cc(NC(=O)CCCN2C(=O)/C(=C/c3ccccc3Cl)SC2=S)no1	-2	0	-2	-6	-5	10	-7	-0.5	-3.1	0
COc1ccc(NCc2nnc(SCC(=O)Nc3ccccc3OC)o2)cc1	-8	3	-1	4	1	5	4	0.2	-1.6	-1
COC(=O)[C@]12CCCCC=C1N(Cc1ccc(OC)cc1)C(=O)[C@@H]2CC(=O)NCc1cccs1	3	2	9	1	0	.	.	0.7	.	-1
COc1ccc(OC)c(/C=C/C(=O)OCC(=O)NCc2ccco2)c1	-6	5	4	-130	3	-9	-9	23*	0.9	8
CC(=O)CSc1nc2nccnc2[nH]1	5	0	7	-50	4	7	10	0.1	-0.8	4
S=c1[nH]nc(COc2ccc(Cl)cc2Cl)n1-c1ccccc1	7	21	-4	8	3	-2	-5	0.2	2.9	3
CCOC(=O)N1CCN(C(=O)c2cn(C)c3ccc(S(=O)(=O)N4CCCC4)cc3c2=O)CC1	2	12	7	2	3	-9	-9	-0.2	-0.6	1
COC(=O)C1=C(N)Oc2cc(C)n(C)c(=O)c2C1c1ccc(Cl)cc1 (configuration not stated)	-10	0	-11	5	-11	2	6	0.1	-0.5	5
CCN(CC)CCN(C(=O)c1ccc2ccccc2c1)c1nc2ccc(OC)cc2s1	-3	-1	-10	-4	-11	6	-8	-0.8	0.1	2
Cc1ccc(NC(=O)CSc2nncn2-c2ccccn2)cc1Cl	0	2	-3	3	-1	12	6	-0.5	-1.8	-5
CC1CN(Cc2ccccc2)c2nc3c(c(=O)[nH]c(=O)n3C)n2C1 (configuration not stated)	2	-7	-12	-6	-8	9	6	-0.8	2.7	1
Cc1cccc(-c2n[nH]nc2C2=CC(=O)CC(C)(C)C2)c1	0	5	2	-16	-2	-2	42*	0.8	1.3	-4
CCOc1ccc(N(CC(=O)Nc2c(C)n(C)n(-c3ccccc3)c2=O)S(=O)(=O)c2ccccc2)cc1	0	-4	6	0	-2	-1	-2	0.3	2.7	-1
O=C(O)CCC(=O)N1CCc2c([nH]c3ccccc23)C1C(F)(F)F (configuration not stated)	2	2	4	-1	3	-10	9	0.6	1.4	1
C=C(C)COc1ccc(-c2ncncc2-c2ccc(Cl)cc2)c(O)c1	2	-4	2	1	2	-7	-2	-0.2	3.1	-31
CC(=O)Nc1ccc(S(=O)(=O)N(CC(=O)NC2CC2)Cc2ccccc2)cc1	-2	1	13	-18	0	5	7	0.1	1.3	-1
Nc1c(C(=O)c2ccccc2)sc2snc(SCC(=O)c3ccccc3)c12	5	16	5	-2	3	-1	1	0.0	3.7	2
O=C(OCc1csc(Nc2ccccc2)n1)c1ccc(Cl)cc1	-8	2	3	24*	3	7	1	-0.6	1.4	-10
O=C(c1ccc(F)cc1)N1CCC(n2nnc3ccccc32)CC1	-4	-1	-1	-1	-3	-6	7	10	0.5	11
COc1cccc(-c2csc(N3CCN(CC(=O)Nc4ccc5c(c4)OCO5)CC3)n2)c1	10	7	-4	14	3	-2	5	0.1	4.2	-8
COc1cccc(-c2nc3nc(C)cc(C)n3c2NCc2ccccc2)c1	-13	10	-3	-30	-9	8	3	-0.2	.	9
COc1ccc(-n2nc(C(=O)NCC(=O)N3CCN(Cc4ccccc4)CC3)c3ccccc3c2=O)c(OC)c1	2	-6	-1	3	0	-5	6	3.0	1.1	-9
COc1ccc(-c2nnc(SCC(=O)NC3CC3)o2)cc1	-5	3	4	5	3	-14	-5	0.5	1.6	3
Cn1cccc1C(=O)c1ccc(Cl)cc1Cl	-10	-1	2	4	4	0	1	-0.1	-0.5	2
N#C/C(=C\c1ccc(O)c(O)c1)C(=O)NCc1ccccc1	-1	19	-2	1	2	-9	4	2.5	2.1	-10
C=CCc1ccc(OCC(O)CN2CCN(c3ccccc3OC)CC2)c(OC)c1 (configuration not stated)	-5	-2	3	-5	-5	13	-5	-0.1	-2.4	-8
Cn1nnnc1SCC(=O)N1N=C(c2ccc(Cl)cc2)CC1c1ccco1 (configuration not stated)	-4	-2	-7	-12	-5	10	22	0.3	2.4	2
CCCCn1nnnc1C(c1ccnc2ccccc12)N1CCN(C/C=C/c2ccccc2)CC1 (configuration not stated)	-3	2	1	6	-2	-5	-4	1.0	.	-20
CCCCCCN1C[C@@H](n2cc(-c3ccc(F)cc3)nn2)[C@H](O)C[C@@H]1c1ccc(OC)cc1	3	5	-11	6	-4	-7	0	0.1	-0.2	-11
O=C(Nc1nnc(Cc2ccc([N+](=O)[O-])cc2)s1)c1ccc2c(c1)OCO2	6	4	-9	0	3	1	-5	0.4	1.6	-12
Cc1ccc(SCC(=O)Nc2ccccc2N2CCOCC2)cc1	-4	-4	-8	1	-13	13	-16	-0.4	-1.1	-7
Cc1cnc(Sc2ncccc2[N+](=O)[O-])nc1	0	-1	7	0	0	-2	-4	-0.5	-0.7	-1
O=C(Nc1sc2c(c1C(=O)NCC1CCCO1)CCCC2)c1cccs1 (configuration not stated)	-11	3	-8	-7	3	8	-4	1.0	5.9	4
COc1ccc(S(=O)(=O)N2CCCCCC2)cc1C(=O)N1CCN(c2ccc(F)cc2)CC1	-4	1	7	1	1	-3	2	0.5	-0.2	5
COn1c(SCC(=O)N(C)C)nc2ccccc2c1=O	9	4	0	-1	2	-4	-1	-0.7	-0.1	0
COc1ccc([C@H]2CC(=O)C=C(c3ccc(OC)cc3OC)C2)cc1	-2	-3	-4	-2	-3	6	11	0.5	2.7	-4
CC(C)C[C@H](NC(=O)C1(c2ccccc2)CCN(C(=O)OC(C)(C)C)CC1)C(=O)N1CCC[C@H]1C(=O)O	1	4	3	-9	1	4	-3	-0.1	0.6	-4
CCOC(=O)N/N=C/c1cc(OC)c(O)c(OC)c1	-1	2	-5	-26	-4	11	0	-5.1	2.8	5
CCN1C(=O)[C@H]2[C@@H](c3ccc(OC)cc3)N3C(=O)CN(Cc4ccccc4)C(=O)[C@@]3(C)[C@H]2C1=O	2	-4	2	-11	-1	-6	12	0.0	1.8	2
O=C(NNC(=S)Nc1ccc(F)cc1)c1ccccc1OC(F)F	3	1	3	5	-4	-4	-4	-0.2	0.7	21*
CCCCN(CC)CCNC(=O)CCNC(=O)Cn1ccc2ccccc2c1=O	-5	-2	-1	-5	0	3	11	-0.2	0.9	1
O=C(C[n+]1ccccc1)N/N=C/c1ccccc1C(F)(F)F	1	1	4	2	7	-9	10	0.1	-1.2	8
Cc1ccc(C(=O)N/C(=C\c2ccc(-c3ccc([N+](=O)[O-])cc3)o2)C(=O)NC2CCS(=O)(=O)C2)cc1 (configuration not stated)	1	12	-3	0	4	7	3	0.1	-0.5	2
Cn1cc(C(=O)C(=O)NC2CC2)c2ccccc21	-5	16	-4	-8	1	2	-3	0.2	-0.6	7
COc1ccc(CNC(=O)c2cccc(S(=O)(=O)N3CCN(c4ccc(F)cc4)CC3)c2)cc1	-8	10	4	22*	1	-3	1	0.6	-2.1	-10

Grouped by structure, the entries above containing an NH in an aromatic ring.
SMILES	Tn6 DDE FP	rCAG RNA binder	GC-B act	ADAM10 inh	NPR1 activator	ASAP1 GAP inh	ARFGAP1 inhibitor	KLK7 zymogen act	FXN GAA850 act	HGIII-sPLA2 inh
CCc1ccc(-c2n[nH]c(=O)c3ccccc23)cc1	0	1	-5	4	-14	0	3	0.2	1.4	4
CC(=O)Nc1ccc2[nH]c(C)cc(=O)c2c1	2	3	3	-69	4	-2	1	-0.2	-4.1	-2
CCc1c(C)[nH]c2c(C)cccc2c1=O	2	-1	-6	-2	5	-15	1	0.5	-0.6	1
CC(=O)CSc1nc2nccnc2[nH]1	5	0	7	-50	4	7	10	0.1	-0.8	4
S=c1[nH]nc(COc2ccc(Cl)cc2Cl)n1-c1ccccc1	7	21	-4	8	3	-2	-5	0.2	2.9	3
CC1CN(Cc2ccccc2)c2nc3c(c(=O)[nH]c(=O)n3C)n2C1 (configuration not stated)	2	-7	-12	-6	-8	9	6	-0.8	2.7	1
Cc1cccc(-c2n[nH]nc2C2=CC(=O)CC(C)(C)C2)c1	0	5	2	-16	-2	-2	42*	0.8	1.3	-4
O=C(O)CCC(=O)N1CCc2c([nH]c3ccccc23)C1C(F)(F)F (configuration not stated)	2	2	4	-1	3	-10	9	0.6	1.4	1
